POLB inh = qHTS Assay for Inhibitors of DNA Polymerase Beta; P06746; Pol beta primer extension/strand displacement, fluorescence kinetic; Potency, µM (series often up to 114 µM), without a hit: at the highest dose activity change, negative = inhibition, actives largely listed as inhibitors; 340,000 tested, 1.3% active; AID 485314, 2010; note: potency is the fitted concentration of half-maximal effect; % is set by controls: 0 for no effect and ±100 for the full control effect
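Reaction started by 50 nM substrate onto compound-treated Pol beta (10 nM, 15 min preincubation, room temperature); plates read at 0 min and 10 min. Normalized concentration-effect data fitted by four-parameter Hill equation.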
Apoferritin bind = qHTS Assay for Identification of Novel General Anesthetics | Ferritin light chain (Equus caballus), P02791 | apoferritin/1-aminoanthracene competitive binding, fluorescence | Potency, µM (series often up to 77.5 µM), for the others: at the highest dose activity change, negative = displacement, usual class: inhibitors | 350,000 tested, 0.074% active | AID 485281, 2010; note: potency is the fitted concentration of half-maximal effect; % is set by controls: 0 for no effect and ±100 for the full control effect; nearly all actives have a fitted effect of over 20% in size
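Horse-spleen apoferritin (10 uM) was mixed with 50% saturated 1-aminoanthracene in PBS, exposed to compounds for 10 min at room temperature, and read for fluorescence (ex 380 nm, em 535 nm). Competitive displacement was fitted with a four-parameter Hill equation.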
BLM inh = qHTS Assay for Inhibitors of Bloom's syndrome helicase (BLM); RecQ-like DNA helicase BLM (Homo sapiens), P54132; recombinant BLM DNA unwinding, fluorescence dequenching; Potency, µM (titrated, usually from 56.1 µM), for the others: at the highest dose activity change, negative = inhibition, most hits filed as inhibitors; 350,000 tested, 0.2% active;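 note: potency is the fitted concentration of half-maximal effect; plate controls were vehicle for no effect and no enzyme for full effect; nearly all actives have a fitted effect of over 35% in size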
POLK inh = qHTS for Inhibitors of Polymerase Kappa; purified Pol kappa, fluorescent DNA synthesis assay, 10 min; Potency, µM (titrated, usually from 107 µM), without a hit: at the highest dose activity, negative = inhibition, usual class: inhibitors; 400,000 tested, 0.53% active; note: potency is the fitted concentration of half-maximal effect; % is set by controls: 0 for no effect and ±100 for the full control effect
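Here, compound and 10 nM enzyme are combined for 15 min at room temperature; adding 50 nM substrate (final) starts DNA synthesis, tracked by fluorescence at 0 and 10 min against buffer-only wells.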
Pol eta inh = qHTS for Inhibitors of Polymerase Eta; DNA polymerase eta (Homo sapiens), Q9Y253; recombinant Pol eta, fluorescent DNA replication assay; Potency, µM (doses to about 114 µM), for the others: at the top dose activity change, negative = inhibition, actives largely listed as inhibitors; 390,000 tested, 1.2% active; AID 588591, 2011; note: potency is the fitted concentration of half-maximal effect; % is set by controls: 0 for no effect and ±100 for the full control effect
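Fluorescent replication assay: 50 nM final substrate added after a 15 min room-temperature compound preincubation with 10 nM enzyme. Signal taken at 0 min and again at 10 min.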
PGK inhibitor = qHTS Assay to Find Inhibitors of Phosphoglycerate Kinase; PGK/GAPDH coupled, Kinase-Glo luminescence, 60 min; Potency, µM (highest dose often 57.5 µM), without a hit: at the highest dose activity change, negative = inhibition, hits mostly inhibitors; 380,000 tested, 0.043% active; note: potency is the fitted concentration of half-maximal effect; % is set by controls: 0 for no effect and ±100 for the full control effect; nearly all actives have a fitted effect of over 60% in size
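Luminescent ATP detection (Kinase-Glo Plus) follows a 60-minute room-temperature incubation, with wells lacking PGK as controls. Buffer: 100 mM TEA (pH 7.6), 5 mM MgCl2, 0.01% Tween-20. Coupling enzyme GAPDH (100 nM final) supplies unstable 1,3-BPG in-well.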
APEX1 inh = qHTS Assay for Inhibitors of the Human Apurinic/apyrimidinic Endonuclease 1 (APE1); DNA repair nuclease/redox regulator APEX1 (Homo sapiens), P27695; Potency, µM (series often up to 65.8 µM), for inactives: at the highest dose activity change, negative = inhibition, hits mostly inhibitors; 350,000 tested, 0.35% active; recombinant APE1, TAMRA/BHQ-2 abasic DNA cleavage fluorescence;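 note: potency is the fitted concentration of half-maximal effect; plate controls were vehicle for no effect and reference inhibitor for full effect; nearly all actives have a fitted effect of over 55% in size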
Target sequence (P27695 whole entry, looked up): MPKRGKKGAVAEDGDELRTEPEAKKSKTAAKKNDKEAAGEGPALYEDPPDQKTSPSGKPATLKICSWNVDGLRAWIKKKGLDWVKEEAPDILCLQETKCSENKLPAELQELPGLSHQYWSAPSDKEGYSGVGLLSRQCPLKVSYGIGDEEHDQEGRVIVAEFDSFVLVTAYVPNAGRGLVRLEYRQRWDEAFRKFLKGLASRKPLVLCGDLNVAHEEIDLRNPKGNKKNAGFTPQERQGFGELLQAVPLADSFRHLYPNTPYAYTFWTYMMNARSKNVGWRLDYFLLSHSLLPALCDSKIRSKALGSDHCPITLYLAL
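Step 1: APE1 (0.75 nM) with compound, 15 min RT. Step 2: add 50 nM fluorophore/quencher THF duplex. Step 3: three fluorescence reads 60 s apart (525/598 nm); read 3 minus read 1 = reaction progress.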
RXFP1 antagonist = qHTS Assay for Antagonists of the Relaxin Receptor RXFP1; AID 1259400, 2018; activity change, negative = inhibition, % at 57.5 µM; 350,000 tested, 0.59% active; HEK293-RXFP1, relaxin-stimulated cAMP HTRF, 30 min; stronger effect = lower value; Relaxin receptor 1 (Homo sapiens), Q9HBX9;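 active = activity change of -60% or lower, but not beyond a set lower limit; inconclusive = change between -60% and -40%, or beyond the set limit; inactive = change above -40%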; note: % is set by controls: 0 for no effect and ±100 for the full control effect
Pol iota inh = qHTS for Inhibitors of Polymerase Iota | DNA polymerase iota (Homo sapiens), Q9UNA4 | Pol iota fluorescent replication assay, 10 min | Potency, µM (series often up to 115 µM), without a hit: at the top dose activity, negative = inhibition, usual class: inhibitors | 390,000 tested, 1% active | AID 588590, 2011; note: potency is the fitted concentration of half-maximal effect
Target sequence (Q9UNA4 whole entry, looked up): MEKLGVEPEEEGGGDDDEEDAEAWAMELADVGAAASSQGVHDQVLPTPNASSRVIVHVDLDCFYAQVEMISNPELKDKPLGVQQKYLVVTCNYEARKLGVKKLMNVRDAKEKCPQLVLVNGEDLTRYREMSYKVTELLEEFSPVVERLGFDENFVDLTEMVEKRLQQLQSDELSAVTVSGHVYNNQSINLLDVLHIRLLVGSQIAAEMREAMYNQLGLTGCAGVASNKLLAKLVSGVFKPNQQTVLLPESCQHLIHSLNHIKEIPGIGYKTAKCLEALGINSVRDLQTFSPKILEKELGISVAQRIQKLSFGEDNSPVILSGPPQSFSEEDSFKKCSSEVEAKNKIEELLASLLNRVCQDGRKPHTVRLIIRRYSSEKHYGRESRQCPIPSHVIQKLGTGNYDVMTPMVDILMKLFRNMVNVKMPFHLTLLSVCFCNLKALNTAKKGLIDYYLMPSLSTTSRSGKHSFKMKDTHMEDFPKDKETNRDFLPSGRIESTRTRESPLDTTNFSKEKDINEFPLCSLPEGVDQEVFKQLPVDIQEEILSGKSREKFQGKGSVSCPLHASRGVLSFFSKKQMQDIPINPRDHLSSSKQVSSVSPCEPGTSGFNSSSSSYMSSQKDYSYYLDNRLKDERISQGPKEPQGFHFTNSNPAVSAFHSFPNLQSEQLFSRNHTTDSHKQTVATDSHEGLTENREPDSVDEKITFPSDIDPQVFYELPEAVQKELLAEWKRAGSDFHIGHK
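Fluorescent replication assay read twice, at 0 min and 10 min after adding 50 nM (final) substrate. Enzyme (10 nM) and compounds were first incubated 15 min at room temperature; enzyme-free buffer wells were negative controls.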
Starred values were filed as active, the others as inactive; i = inactive; ? = inconclusive; / = no result given; & = joins results of further samples; [ ] = dose if it differs, or a comment. Unless noted, calls come from the whole dose curve; as a rule, active = well fitted curve in the direction sought with a large enough effect; inconclusive = small, poorly fitted or top-dose-only effect, or another doubt; inactive = no such curve, though single readings can be large; an effect the other way counts as inactive or inconclusive. Only part of the results is shown; count on the stated rates, not on these rows.

SMILES	POLB inh	Apoferritin bind	BLM inh	POLK inh	Pol eta inh	PGK inhibitor	APEX1 inh	RXFP1 antagonist	Pol iota inh
C/C(CC(=O)Nc1ccc2c(c1)OCCO2)=N\NC(=O)c1ccc([N+](=O)[O-])cc1Cl	18%	-3%	-4%	2%	-19%	i	-6%	7	43%[activator]
O=C(Cn1c2ccccc2c2nc3n(c(=O)c21)CCCS3)Nc1ccccc1	31%	56%[activator]	-2%	4%	-11%	i	41%[activator]	9	13%
Cc1cccc(C(=O)NNC(=O)c2cccc([N+](=O)[O-])c2)c1	-2%	-6%	-12%	7%	-14%	-1%	5%	-5	110%[activator]
CN(C)c1ccc(/C=N/NC(N)=S)cc1[N+](=O)[O-]	13%	-4%	-2%	-18%	-17%	-6%	-11%	-14	113%[activator]
Cc1ccc(-c2ccc(=O)n(CC(=O)NCCN(CC(C)C)CC(C)C)n2)cc1	48%	-2%	-4%	-4%	-12%	i	-3%	4	5%
N#Cc1cnn2c(C(F)(F)F)c3c(nc12)CCCC3	18%	-22%	-1%	-20%	-1%	5%	-2%	2	-7%
N=c1n(CCN2CCCC2)c2ccccc2n1CC(O)c1ccco1 (stereo not drawn)	0%	-13%	-9%	-15%	-13%	-6%	0%	3	4%
CCn1c(SCC(=O)NCc2ccc3c(c2)OCO3)nnc1-c1ccco1	20%	-8%	-4%	-18%	-1%	7%	48%[activator]	-5	5%
COc1ccc(-n2c(C)cc(C(=O)CN3C(=O)C(=O)N(Cc4ccccc4)C3=O)c2C)cc1	15%	?	7%	17%	-14%	0%	-5%	-5	17%
COC(=O)C1=C(C)N(c2ccc(C)cc2)/C(=C/c2cccs2)C1=O	1%	-12%	0%	-6%	-12%	-7%	4%	7	21%
CN(Cc1ccccc1)C(=O)COC(=O)c1ccc[nH]c1=O	/	/	/	-11%	0%	-7%	-3%	-22	53%[activator]
C=CCOC(=O)C1=C[C@H](c2coc3ccccc3c2=O)[C@@H](CCCO)[C@H](OCC)O1	3%	-9%	-2%	8%	-25%	-3%	4%	/	5%
CC(=O)Nc1ccc(S(=O)(=O)NCCC(=O)Nc2ccc(C)cn2)cc1	13%	-5%	-1%	-4%	-5%	8%	7%	-19	13%
Cc1cc(C)nc(/N=C(\N)Nc2ccc([N+](=O)[O-])cc2)n1	15%	-8%	-7%	-1%	-11%	6%	1%	0	?
O=C(CCN1C(=O)[C@@H]2Cc3ccccc3CN2C1=O)NCc1ccccc1Cl	-24%	-7%	1%	-9%	-8%	2%	-8%	-1	3%
CC(=O)c1cc(-c2ccccc2)n(CCC(=O)NC(C)(C)C)c1C	21%	-2%	-8%	9%	-11%	-4%	4%	-6	18%
CCNC(=O)Nc1nc2ccccc2s1	-21%	-7%	4%	3%	-9%	-9%	0%	-16	-9%
Cc1cccn2c(=O)nc(SCC(=O)NCc3ccccc3)nc12	/	/	/	-6%	-18%	-10%	19%	16	8%
O=C(Nc1ccc(N2CCOCC2)cc1)Nc1ccc(Cl)c(Cl)c1	9%	-15%	-4%	2%	-11%	i	4%	-29	-15%
COc1cccc(N2CCN(C(=O)c3ccc(=O)oc3)CC2C)c1 (stereo not drawn)	-17%	-5%	1%	?	?	-7%	-4%	8	?
O=C(Cn1nc(-c2ccccc2)nc(Cc2ccccc2)c1=O)Nc1ccc(Cl)cc1	-10%	-1%	4%	-7%[60.1 µM]	-9%	6%	/	6	25%
NS(=O)(=O)c1ccc(CCNC(=S)NC2CCCCC2)cc1	0%	-2%	0%	-13%	-3%	i	-5%	-4	14%
CCOCCCNC(=O)/C(C#N)=C/c1ccc(C)o1	0%	-13%	1%	3%	-7%	i	0%	0	30%[activator]
CC(NC(=O)c1noc2c1CCCCC2)c1ccccc1 (stereo not drawn)	-12%	-15%	1%	-7%	-5%	-3%	5%	/	?
CCN(C(=O)c1cccn(Cc2cccc(Cl)c2)c1=O)c1ccccc1	24%	-13%	-4%	-5%[60.1 µM]	-17%	-4%	/	/	27%

Quoted from the listing.
Reading for COc1cccc(N2CCN(C(=O)c3ccc(=O)oc3)CC2C)c1 (stereo not drawn) under PGK inhibitor: -7%
Reading for CN(Cc1ccccc1)C(=O)COC(=O)c1ccc[nH]c1=O under Pol iota inh: 53%[activator]
Reading for C=CCOC(=O)C1=C[C@H](c2coc3ccccc3c2=O)[C@@H](CCCO)[C@H](OCC)O1 under Pol eta inh: -25%

(further entries)
SMILES	POLB inh	Apoferritin bind	BLM inh	POLK inh	Pol eta inh	PGK inhibitor	APEX1 inh	RXFP1 antagonist	Pol iota inh
O=C(NCc1ccc(Cl)cc1)C1CCC(=O)N(C2CCCCCC2)C1 (stereo not drawn)	2%	-8%	1%	-15%	-17%	5%	10%	-6	3%
O=C1N(c2ccccc2)C(c2ccccc2)N2CCCN12 (stereo not drawn)	-2%	12%	0%	1%	-6%	-7%	0%	-6	82%
O=C(O)c1ccc(N2C(=O)CSC2=S)cc1	/	/	/	79µM*	0%	-13%	/	0	?
Nc1c(C(=O)NCC2CCCO2)sc(=S)n1-c1ccccc1 (stereo not drawn)	?	-17%	-1%	-14%	5%	-7%	2%	2	2%
COc1ccc(NC(=O)CN2CCN(CC(=O)Nc3ccc(F)cc3)CC2)cc1Cl	0%	-2%	-2%	-13%	-7%	5%	13%	-3	9%
C/C(=N\NC(=O)C1COc2ccccc2O1)c1ccccn1 (stereo not drawn)	10%	-16%	2%	-7%	-7%	2%	7%	-4	23%
Cc1ccc(NC(=O)COc2ccc(Br)cc2C)cc1	?	-14%	-3%	-13%	-8%	-1%	-1%	-6	13%
COc1cccc(Cn2cc(/C=N/NC(=O)c3cc(O)cc(O)c3)c3ccccc32)c1	?	50%[activator]	-13%	-11%	-27%	-2%	-19%	6	5%
COCCN1C(=O)N[C@@H](c2ccccc2)C(C(C)=O)=C1C	0%	3%	4%&-3%	1%	-12%	-9%	5%&3%	/	38%[activator]
COc1ccc(NC(=O)CN2C(=O)CSc3ccc(S(=O)(=O)N4CCCC4)cc32)cc1OC	49%&6%	-20%&-5%	-3%&3%	5%	-10%&-21%	0%&-1%	19%	5&1	4%&8%
CCn1nc(C)cc1-c1n[nH]c(=S)n1N	2%	-9%	-7%	-3%	-12%	-11%	0%	-37	-6%
CCCCC(=O)NC1=NC(=O)C(C)(C)S1	16%	-8%	3%	2%	-13%	-9%	0%	-6	14%
CC(OC(=O)C1=COCCO1)C(=O)NC(C)c1ccc(Cl)cc1Cl (stereo not drawn)	/	/	/	-7%	0%	-6%	6%	-4	3%
COc1ccc(NC(=O)c2ccc(-c3cccc(Cl)c3C)o2)cc1	2%	46%[activator]	-4%	?	-17%	10%	/	/	?
COc1ccc(NC(=O)C2CCN(C(=O)C3CC(=O)N(c4ccc(C)cc4)C3)CC2)cc1 (stereo not drawn)	29%	2%	1%	10%	-15%	i	38%	-9	42%[activator]
CC1(C)CC2CC(C)(CN2C(=O)NC(=O)c2ccccc2)C1 (stereo not drawn)	13%	-7%	2%	1%	-29%	-1%	6%	/	?
CC1(C)N=C(N)NC(Nc2ccccc2Cl)=N1	38%	1%	2%	1%	-18%	-14%	13%	-38	60%[activator]
Cc1cc(=O)[nH]c2c1cnn2C(C)c1ccccc1 (stereo not drawn)	1%	-4%	1%	-7%	-4%	/	64%[activator]	14	?
COc1ccc(OCC(=O)Nc2cccc(NC(=O)COc3ccc(OC)cc3)n2)cc1	15%	-8%	-4%	-6%	1%	-7%	-4%	-5	-11%[58.9 µM]
Cc1ccc(C(=O)N2CCN(CCNC(=O)C(=O)NCc3ccc(Cl)cc3)CC2)cc1	45%	10%	-2%	-14%	-4%	-1%	4%	15	3%
O=C(C(Cl)Cl)N1CCN(Cc2ccc3c(c2)OCO3)CC1	-9%	-7%	1%	-7%	-20%	-6%	5%	0	3%
O=C(Nc1ccccc1Br)C1CC(=O)N(c2ccc3c(c2)OCCO3)C1 (stereo not drawn)	/	/	/	0%	5%	3%	9%	-3	28%
CCN(C(=O)COc1ccccc1[N+](=O)[O-])C1CCS(=O)(=O)C1 (stereo not drawn)	?	-4%	1%	-5%	0%	-2%	-5%	-1	23%
Cc1nc(C)c(C(=O)Nc2ccc(Oc3ccccc3)cc2)o1	?	-1%	-1%	-2%	-5%	-5%	-7%	-21	-11%
CCN1C[C@@H]2[C@@H]3C(=O)N(C)C(=O)[C@@H]3[C@](CC)(C1=O)N2C(=O)c1ccc(C(C)(C)C)cc1	/	/	/	1%	-7%	11%	-19%	/	5%
COC(=O)[C@H](Cc1ccccc1)NC(=O)N1Cc2ccccc2C[C@H]1C(=O)OC	14%	4%	-3%	11%	-12%	/	-3%	5	-6%
O=C(CCCOc1ccccc1)Nc1ccc(Cl)c(S(=O)(=O)N2CCOCC2)c1	/	/	/	-8%	-16%	i	-9%	-1	14%
COc1ccccc1C(=O)O/N=C(\c1ccccc1)c1ccncc1	2%	-8%	-7%	1%	-17%	5%	-7%	7	-22%
Cc1ccc(C(=O)Nc2nc(=O)n(C(=O)c3ccccc3C)s2)cc1	1%	-9%	-4%	-16%	-1%	-2%	-2%	-10	-18%
CC(C)Sc1nc2ccccc2n2cnnc12	-5%	-7%	1%	-6%	-2%	7%	5%	-10	33%[activator]

Compound profiles, as listed above. Order of screens: POLB inh, Apoferritin bind, BLM inh, POLK inh, Pol eta inh, PGK inhibitor, APEX1 inh, RXFP1 antagonist, Pol iota inh
Cc1ccc(C(=O)Nc2nc(=O)n(C(=O)c3ccccc3C)s2)cc1 across the screens: 1%, -9%, -4%, -16%, -1%, -2%, -2%, -10, -18%
C/C(=N\NC(=O)C1COc2ccccc2O1)c1ccccn1 (stereo not drawn) across the screens: 10%, -16%, 2%, -7%, -7%, 2%, 7%, -4, 23%

Screens deposited in PubChem by National Center for Advancing Translational Sciences (NCATS).
